Assay outcomes: PubChem, The Scripps Research Institute Molecular Screening Center
ARFGAP1 inh: inhibits rat ARF GTPase activating protein 1; Q62848; Arfgap1-stimulated ARF1 GTP hydrolysis, GDP FP detection; inhibition, % at 16.5 µM; 360,000 tested, 0.26% active; AID 651572;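 active = inhibition above a per-plate limit, mean inhibition of low control wells plus 3 SD, cut at about 25% in these data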;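 also: 0% = DMSO wells with enzyme and 100% = wells lacking Arfgap1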
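material = rat Arfgap1 catalytic domain, aa 1-136 | also added = human ARF1(Δ1-17)-GTP substrate | compound dosing = one concentration, 16.5 µM, DMSO 1.26% | times = GTP hydrolysis reaction 2 h at 25 °C | measured by = FP, GDP Alexa 633 tracer displaced from anti-GDP antibody, 620/688 nm | evaluation = percent inhibition of Arfgap1-stimulated GTP hydrolysis | replication = single well per compound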
DDE Tn7 FP inh: DD(E)-Tn7 binding inhibition, primary FP screen | FP displacement of FITC-Tn7 peptide from fibrin DD(E); 0% = median of compound wells per plate | inhibition, % at 8.3 µM | 370,000 tested, 0.13% active | AID 720508;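 active = inhibition above the mean of compounds falling within the control limits plus 3 SD of them, cut at about 14% in these data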;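 also: 0% = plate median of compound wells and 100% = 10 µM Aha-Tn7 peptide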
Target sequence (P02675 whole entry, looked up): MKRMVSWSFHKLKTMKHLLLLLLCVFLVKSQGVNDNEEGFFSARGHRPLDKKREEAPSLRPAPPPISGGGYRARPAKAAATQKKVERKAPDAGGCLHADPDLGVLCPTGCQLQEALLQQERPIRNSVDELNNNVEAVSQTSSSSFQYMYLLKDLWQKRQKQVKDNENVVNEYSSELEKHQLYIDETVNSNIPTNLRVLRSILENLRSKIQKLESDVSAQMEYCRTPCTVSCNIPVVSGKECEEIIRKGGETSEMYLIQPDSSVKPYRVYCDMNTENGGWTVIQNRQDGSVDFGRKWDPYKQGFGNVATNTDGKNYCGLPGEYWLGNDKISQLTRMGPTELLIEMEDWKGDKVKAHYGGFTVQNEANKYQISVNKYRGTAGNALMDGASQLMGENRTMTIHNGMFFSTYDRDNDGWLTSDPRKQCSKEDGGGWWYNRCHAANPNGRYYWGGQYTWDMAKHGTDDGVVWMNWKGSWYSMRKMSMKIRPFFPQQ
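assay system = human clot-derived fibrin DD(E) complex | quantity = Fibrin-DD(E) at 2 µM final | timing = 10 min preincubation, 3 h with tracer, room temperature | signal = fluorescence polarization | measure = percent inhibition | benchmarks = high control wells with 10 µM unlabelled Aha-Tn7 peptide (full inhibition) | replicates = singlicate testing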
ADAM10 inh: inhibits human ADAM10 | 370,000 tested, 0.62% active | recombinant ADAM10, EDANS/DABCYL FRET peptide cleavage, 3 h | O14672 | inhibition, % at 7 µM | AID 720582;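 active = inhibition above a per-campaign cutoff equal to the mean of compounds falling between control-based bounds plus 3 SD, cut at about 20% in these data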;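 also: 0% = DMSO wells while the 100% control is not disclosed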
Target sequence (O14672 214-748 limits assumed): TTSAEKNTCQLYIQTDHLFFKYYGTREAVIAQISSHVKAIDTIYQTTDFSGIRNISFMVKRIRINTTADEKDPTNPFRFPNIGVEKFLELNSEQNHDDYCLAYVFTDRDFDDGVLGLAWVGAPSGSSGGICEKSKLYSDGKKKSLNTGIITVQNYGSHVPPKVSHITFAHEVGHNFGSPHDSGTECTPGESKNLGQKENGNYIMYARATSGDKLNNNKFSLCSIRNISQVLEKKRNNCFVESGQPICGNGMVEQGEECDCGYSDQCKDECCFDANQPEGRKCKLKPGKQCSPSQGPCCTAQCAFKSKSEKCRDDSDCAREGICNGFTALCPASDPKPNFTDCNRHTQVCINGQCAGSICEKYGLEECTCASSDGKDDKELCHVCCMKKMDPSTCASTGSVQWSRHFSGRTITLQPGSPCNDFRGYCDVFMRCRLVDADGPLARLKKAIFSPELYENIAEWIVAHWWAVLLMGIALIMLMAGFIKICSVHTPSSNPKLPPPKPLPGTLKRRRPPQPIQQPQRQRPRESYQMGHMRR
PLCb3 inh: inhibitors of human phospholipase C beta3; 370,000 tested, 0.18% active; AID 720704; Purified PLC-beta3, fluorogenic substrate, fluorescence; Q01970; inhibition, % at 12.2 µM; in the data active = inhibition above about 11%;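 also: 0% = median of compound wells on plate and 100% = full blocker control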
TDP2 inh: TDP2 (human) inhibition, absorbance primary screen. recombinant TDP2, T5PNP hydrolysis, p-nitrophenol absorbance 415 nm. inhibition, % at 12.8 µM. 370,000 tested, 0.34% active. AID 720702;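 active = inhibition above the mean of all tested compounds plus 3 SD, set per campaign, cut at about 25% in these data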;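 also: 0% = DMSO with enzyme and 100% = buffer with substrate but no TDP2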
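Assay system: recombinant human TDP2 / Reagent: T5PNP substrate at 5 mM, a TopII-DNA adduct mimic / Measured by: epi absorbance from released p-nitrophenol / Evaluation: % inhibition relative to enzyme-containing and enzyme-free wells / Control set: enzyme-free and DMSO wells / Replicates: each compound tested once, singlicate / Schedule: enzyme reaction with compound for 2 h at 37 °C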
ADAM17 inh: inhibitors of human ADAM17. P78536. recombinant ADAM17, EDANS/DABCYL FRET peptide cleavage. inhibition, % at 6.95 µM. 370,000 tested, 0.83% active;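 active = inhibition above the mean of compounds lying between control limits plus 3 SD, set per campaign, cut at about 8.5% in these data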;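 also: 0% = DMSO-only wells as the low control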
ASAP1 GAP inh: blocks human ASAP1-stimulated Arf1 GTP hydrolysis; Q9ULH1; GDP FP detection; inhibition, % at 16.5 µM; 360,000 tested, 0.19% active; AID 624377; in the data active = inhibition above about 25%;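 also: 0% = vehicle with enzyme and substrate and 100% = no enzyme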
PLCg1 inh: PLC-gamma1 (human) inhibition, primary screen | P19174 | purified PLC-gamma1, fluorogenic substrate, fluorescence | inhibition, % at 12.2 µM | 370,000 tested, 0.84% active; in the data active = inhibition above about 9.5%
SIAE primary: inhibitors of human sialic acid acetylesterase SIAE; AID 1053197; SIAE FP-Rh probe binding, fluorescence polarization; inhibition, % at 9.66 µM; 370,000 tested, 0.69% active; Q9HAT2;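 active = inhibition above a cutoff: mean of compounds within the control limits plus 3 SD of those, cut at about 17% in these data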;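 also: 0% = plate median of compound wells and 100% = probe without SIAE protein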
Tn6 DDE FP: DD(E)-Tn6 binding inhibition, primary FP screen; inhibition, % at 8.3 µM; Fibrin DD(E) TRITC-Tn6 fluorescence polarization displacement; P02675; 370,000 tested, 0.21% active;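 active = inhibition above a per-campaign cutoff: mean of compounds within control limits plus 3 SD, cut at about 15% in these data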;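 also: 0% = median of all compound wells on the plate and 100% = blocking peptide control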
* = called active by the depositor; i = inactive.

#	ARFGAP1 inh	DDE Tn7 FP inh	ADAM10 inh	PLCb3 inh	TDP2 inh	ADAM17 inh	ASAP1 GAP inh	PLCg1 inh	SIAE primary	Tn6 DDE FP	SMILES
1	-4	2	i	-91	3	-233	2	-70	-5	5	C=CCNC(=O)/C(C#N)=C/c1c(N2CCN(c3cccc(Cl)c3)CC2)nc2c(C)cccn2c1=O
2	2	-1	15	0	-2	0	7	3	-39	-19	CN(C)S(=O)(=O)c1cc(NC(=O)c2cc(=O)c3ccccc3o2)ccc1Cl
3	0	9	5	0	4	-2	-11	0	1	9	CCNc1nc(C)nc2c1oc1ccccc12
4	9	6	0	3	10	-1	1	3	12	2	Cc1ccc(NC(=S)N(CCN(C)C)Cc2cccs2)c(C)c1
5	13	0	-2	-6	2	-1	-6	-6	-8	1	Cc1sc(C(=O)Nc2ccc3ccccc3c2)cc1CC(=O)O
6	-1	-6	-23	-52	3	-6	-4	-36	3	2	CCOC(=O)c1sc2ncnc(NCC(c3cccs3)N(C)C)c2c1C (stereo not drawn)
7	0	1	2	-5	9	0	-1	1	2	2	N#CC1(c2ccccc2)CCC(=O)N1Cc1ccccc1 (stereo not drawn)
8	16	2	15	1	-12	3	7	1	-2	7	O=C(CCS(=O)(=O)c1ccc(Br)cc1)N1CCN(c2ccccc2Cl)CC1
9	-3	0	-1	-1	5	-2	-7	0	6	-4	Cc1ccc(OCc2nnc(SC(C)C(=O)O)n2Cc2ccccc2)cc1 (stereo not drawn)
10	-3	2	1	-6	-9	0	8	3	4	0	N#CCc1nn(-c2ccccc2)c2ncnc(N)c12
11	-7	5	4	-5	-5	-3	1	-1	0	5	CCN(Cc1nc(-c2ccccc2)no1)C(=O)c1ccco1
12	20	-11	-11	-15	4	-2	0	-11	0	0	Cn1cccc1Cc1nnc(SCC(N)=O)n1CCc1ccccc1
13	5	-9	-8	-4	-9	-2	0	-1	-3	7	Cc1ccc2nc3c(nc2c1C)CCCC3
14	-24	1	-15	-192	1	-8	-11	-1	-3	-10	COc1ccc(CN2CN(S(=O)(=O)c3cccs3)c3nc4ccccc4nc32)cc1
15	3	4	0	-4	-1	3	4	1	-1	2	CC(C(=O)Nc1ccc(Cl)cc1)N(C)Cc1cccs1 (stereo not drawn)
16	16	-9	19	-6	-11	4	-12	5	-17	-2	CCc1ccc(-c2cc(C)no2)cc1S(=O)(=O)NCCc1ccccc1
17	14	-2	1	1	-12	0	2	3	-5	-1	COc1ccc(-c2cc3c(nn2)-c2ccccc2C3=O)cc1
18	-4	-1	0	3	1	-1	2	-2	5	-3	CCN(CC)CCNC(=O)C(=O)NCC1OCCN1S(=O)(=O)c1ccc([N+](=O)[O-])cc1 (stereo not drawn)
19	-2	-5	8	-4	-14	1	-13	3	-14	-4	O=C(CN1CCC(NC(=O)C2CCCCC2)CC1)Nc1cccc(F)c1
20	8	-2	4	-2	1	1	0	-2	6	-1	COc1ccccc1C1/C(=C(/O)c2ccc(C)cc2)C(=O)C(=O)N1Cc1ccco1 (stereo not drawn)
21	4	0	8	0	7	-2	-15	3	3	2	CCOC(=O)c1[nH]nc(N)c1NC(=O)c1ccc(Cl)cc1Cl
22	3	6	-8	-2	2	-5	9	2	4	5	Cc1nnc(SCc2ccccc2)n1CC1CCCO1 (stereo not drawn)
23	7	2	-21	-5	-2	-10	-5	-4	-1	7	CCc1nc2ccc(C(=O)NCCCN3CCCC3=O)cn2c1N(C)C(=O)COc1ccccc1
24	-3	3	5	-9	11	-3	-2	2	3	6	Nc1nnc(SCC(=O)c2cccc([N+](=O)[O-])c2)s1
25	-1	-3	11	0	-1	2	-14	2	7	4	Cc1ccc(-c2c[n+]3c(n2-c2ccccc2)SCC3)cc1
26	-6	-6	-6	2	0	0	6	2	-4	2	O=C(COC(=O)CCC(=O)c1ccc(F)cc1)NC1CCCCC1
27	-7	-4	0	4	-3	1	-1	1	-2	3	COc1ccc([C@H]2CC(=O)C[C@@H](CCn3cc(Cc4ccccc4)nn3)O2)cc1
28	-5	0	-18	-2	-1	-4	7	2	-2	3	CN(CC(=O)Nc1ccc(F)cc1)C(=O)Cn1cnc2ccc([N+](=O)[O-])cc2c1=O
29	-2	1	-3	-192	16	-6	4	-135	2	4	COC(=O)Cn1c(=O)c2c(n(Cc3ccccc3)c1=O)N/C(=C/c1ccc(OC)cc1)C2=O
30	-5	6	2	-9	4	-1	8	-1	2	-1	Cc1cc(=S)[nH]c(=S)[nH]1

Record cards (already shown).
Entry for Cc1cc(=S)[nH]c(=S)[nH]1 = ARFGAP1 inh: -5; DDE Tn7 FP inh: 6; ADAM10 inh: 2; PLCb3 inh: -9; TDP2 inh: 4; ADAM17 inh: -1; ASAP1 GAP inh: 8; PLCg1 inh: -1; SIAE primary: 2; Tn6 DDE FP: -1
Entry for CCOC(=O)c1[nH]nc(N)c1NC(=O)c1ccc(Cl)cc1Cl = ARFGAP1 inh: 4; DDE Tn7 FP inh: 0; ADAM10 inh: 8; PLCb3 inh: 0; TDP2 inh: 7; ADAM17 inh: -2; ASAP1 GAP inh: -15; PLCg1 inh: 3; SIAE primary: 3; Tn6 DDE FP: 2

Additional results follow:
#	ARFGAP1 inh	DDE Tn7 FP inh	ADAM10 inh	PLCb3 inh	TDP2 inh	ADAM17 inh	ASAP1 GAP inh	PLCg1 inh	SIAE primary	Tn6 DDE FP	SMILES
31	-8	-6	-4	-5	7	-1	7	2	5	-2	CCN(CC(=O)Nc1ccccc1OC)C(=O)CC1CCCC1
32	2	-1	-14	-3	-5	2	15	1	1	6	Cc1ccc(-c2noc(CN3CCN(c4ccccc4F)CC3)n2)cc1
33	-8	-10	2	3	4	-2	1	3	-1	-2	CCCCn1nnnc1SCC(=O)N1CCOCC1
34	0	-1	3	3	-5	0	-9	3	3	2	Cc1ccc(N(CC(=O)O)C2SC(=O)NC2=O)cc1 (stereo not drawn)
35	15	-4	1	3	0	3	9	1	1	-5	CCc1ccccc1NC(=S)N(Cc1cccnc1)Cc1ccco1
36	-3	-2	-6	-2	11	-1	11	-1	4	-4	O=C(c1ccc2c(Cl)c3c(nc2c1)CCCC3)N1CCC(N2CCCCC2)CC1
37	-13	3	-7	-9	18	-1	0	3	-6	6	Cc1cc(NC(=O)C(C)SCC(=O)N(C)CC(=O)Nc2ccccc2Br)no1 (stereo not drawn)
38	11	-10	4	-3	5	1	-9	1	3	-1	CCCCN(C(=O)COC(=O)CSc1ccc([N+](=O)[O-])cc1)c1c(N)n(CCC)c(=O)[nH]c1=O
39	3	-4	5	-11	-1	-1	0	-8	-3	-6	CSC(C(=O)c1cc2ccccc2o1)c1ccccc1 (stereo not drawn)
40	3	-9	11	-26	-5	4	13	-17	-9	4	COC(=O)c1ccc(-c2ccco2)n1Cc1nc(-c2ccc(OC)c(OC)c2)oc1C
41	1	3	-11	-1	12	-6	1	-1	-4	6	COCCn1c(C2CCCCC2)nc2sc3ccccc3c(=O)c2c1=O
42	-6	6	1	-11	0	-1	0	-8	-12	2	CC1CCN(S(=O)(=O)c2nnc(NC(=O)c3ccccc3Br)s2)CC1
43	2	-7	-10	-3	-5	-2	9	1	-3	-8	CCS(=O)(=O)c1nc(S(=O)(=O)c2ccc(C)cc2)c(NCCCn2ccnc2)s1
44	19	3	3	-3	-5	0	-2	1	11	-1	O=C(NNS(=O)(=O)c1ccc(F)cc1)c1cccc(O)c1
45	6	1	2	0	1	-2	3	-1	-3	-2	Cn1c(=O)c2cc(S(=O)(=O)N3CCC(c4ccccc4)CC3)ccc2n(C)c1=O
46	2	4	0	-6	-19	3	7	-2	-6	11	c1ccc(Nc2nc(-c3ccccc3)ns2)cc1
47	8	-4	-7	-9	13	-8	-9	-13	2	3	O=C(NCCCO)c1ccc2[nH]c3c(c2c1)CCCC3
48	-1	-7	-7	-3	-1	6	-7	4	9	-1	CCC(C)(C(=O)NC1CCCCC1)N(Cc1cccs1)C(=O)c1ccc(=O)[nH]c1 (stereo not drawn)
49	0	8	0	-5	5	0	-1	3	-4	-3	COc1ccc(C(=O)NCc2cccc(Cl)c2)cc1S(=O)(=O)N1CCOCC1
50	3	-6	2	9	-12	3	-5	3	-3	-9	CNc1ncc(Cc2ccccc2)s1
51	-6	-2	11	14*	-16	5	3	8	-2	-4	COc1ccc(C(=O)NCC(=O)OC2CCCCC2=O)cc1 (stereo not drawn)
52	7	-10	6	-2	-14	-1	8	-4	4	-2	COc1cccc(CSc2nnc(C(F)(F)F)n2Cc2ccc(F)cc2)c1
53	-5	0	-1	-4	19	-1	-1	1	2	-2	COc1ccc(S(=O)(=O)NNC(=O)Nc2ccccc2OC)c(OC)c1
54	8	-2	-1	-8	14	0	-5	-3	10	4	O=C(COC(=O)CNS(=O)(=O)c1ccc(F)c(F)c1F)NCCc1ccccc1

Among those listed so far, these have two or more sulfur atoms.
#	ARFGAP1 inh	DDE Tn7 FP inh	ADAM10 inh	PLCb3 inh	TDP2 inh	ADAM17 inh	ASAP1 GAP inh	PLCg1 inh	SIAE primary	Tn6 DDE FP	SMILES
4	9	6	0	3	10	-1	1	3	12	2	Cc1ccc(NC(=S)N(CCN(C)C)Cc2cccs2)c(C)c1
6	-1	-6	-23	-52	3	-6	-4	-36	3	2	CCOC(=O)c1sc2ncnc(NCC(c3cccs3)N(C)C)c2c1C (stereo not drawn)
14	-24	1	-15	-192	1	-8	-11	-1	-3	-10	COc1ccc(CN2CN(S(=O)(=O)c3cccs3)c3nc4ccccc4nc32)cc1
24	-3	3	5	-9	11	-3	-2	2	3	6	Nc1nnc(SCC(=O)c2cccc([N+](=O)[O-])c2)s1
30	-5	6	2	-9	4	-1	8	-1	2	-1	Cc1cc(=S)[nH]c(=S)[nH]1
42	-6	6	1	-11	0	-1	0	-8	-12	2	CC1CCN(S(=O)(=O)c2nnc(NC(=O)c3ccccc3Br)s2)CC1
43	2	-7	-10	-3	-5	-2	9	1	-3	-8	CCS(=O)(=O)c1nc(S(=O)(=O)c2ccc(C)cc2)c(NCCCn2ccnc2)s1

The order is random. About 3.6% of those tested had a hit in this group.
